VLA-4 inh = inhibition in human VLA-4 binding assay, primary screen, VLA-4 allosteric modulator project, MLPCN library, flow cytometry, VLA-4 expressing cells; Integrin alpha-4 (Homo sapiens), P13612; ligand binding flow cytometry; inhibition, % (about 7 µM as worked out from the volumes in the protocol); 0.2% of 330,000 active; AID 2557, 2010; in the data active = inhibition above about 50%
LAP4 TOR yeast = modulators of LAP4-GFP expression in yeast, primary screen, S. cerevisiae, multiplex flow cytometry, MLPCN library. GFP response vs DMSO, % at 10 µM. 0.34% of 320,000 active. 3 h; median GFP as percent of DMSO wells. AID 2023, 2009;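 active = GFP response vs DMSO above a set limit, about the screen mean plus 3 SD, cut at about 150% in these data; inconclusive = under 70 cell events counted for the yeast strain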
RPL19A TOR yeast = RPL19A-GFP expression modulators in yeast, primary screen, cell-based, S. cerevisiae, multiplex flow cytometry, MLPCN. S. cerevisiae RPL19A-GFP strain, 3 h; active compounds read low. percent response vs DMSO, % at 10 µM. 0.3% of 330,000 active. AID 2025, 2009;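 active = percent response vs DMSO below 50%; inconclusive = fewer than 70 events counted for the yeast strain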;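 note: median channel GFP fluorescence of the barcoded RPL19A-GFP strain; ratio of sample median GFP to plate DMSO average so 100% = DMSO; lower means less RPL19A-GFP as with rapamycin TOR inhibition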
MEP2 TOR yeast = modulators of MEP2-GFP levels in yeast, primary screen, S. cerevisiae, multiplex flow cytometry, MLPCN library; S. cerevisiae MEP2-GFP strain, 3 h; 100% = DMSO control level; GFP response vs DMSO, % at 10 µM; 0.51% of 330,000 active; AID 2016, 2009;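 active = GFP response versus DMSO above a set limit, roughly screen mean plus 3 SD, cut at about 180% in these data; inconclusive = fewer than 70 cells counted for a yeast strain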;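 note: median GFP fluorescence of the barcode-gated MEP2-GFP cells per well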
AGP1 TOR yeast = modulators of AGP1-GFP expression in yeast TOR pathway, primary screen, cell-based, multiplex flow cytometry, S. cerevisiae, MLPCN library; 0.02% of 320,000 active; 3 h; GFP as percent of DMSO wells; GFP response vs DMSO, % at 10 µM;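 active = GFP response relative to DMSO above a set limit, near screen average plus 3 SD, cut at about 150% in these data; inconclusive = fewer than 70 cells counted for the yeast strain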;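 note: median GFP channel fluorescence of the gated AGP1 strain per well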
JMJD2C inh = inhibitors of GASC-1 histone demethylase, primary screen, biochemical, fluorescence, DELFIA europium; GST-JMJD2C(1-420) H3K9me3 demethylation; inhibition, % at 2.35 µM; 0.069% of 330,000 active; Lysine-specific demethylase 4C (Homo sapiens), Q9H3R0;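 active = more than half of a compound's replicate wells show inhibition beyond 50%, single wells judged on their own value; inconclusive = some, but no more than half, of replicates pass 50% inhibition; inactive = no replicate passes 50% inhibition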;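 note: signal counts dimethyl H3K9 product captured on neutravidin plate; 0% = median of DMSO wells and 100% = 0.3 times that DMSO median; strong numbers were not always called active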
Target sequence (Q9H3R0 1-420 limits assumed): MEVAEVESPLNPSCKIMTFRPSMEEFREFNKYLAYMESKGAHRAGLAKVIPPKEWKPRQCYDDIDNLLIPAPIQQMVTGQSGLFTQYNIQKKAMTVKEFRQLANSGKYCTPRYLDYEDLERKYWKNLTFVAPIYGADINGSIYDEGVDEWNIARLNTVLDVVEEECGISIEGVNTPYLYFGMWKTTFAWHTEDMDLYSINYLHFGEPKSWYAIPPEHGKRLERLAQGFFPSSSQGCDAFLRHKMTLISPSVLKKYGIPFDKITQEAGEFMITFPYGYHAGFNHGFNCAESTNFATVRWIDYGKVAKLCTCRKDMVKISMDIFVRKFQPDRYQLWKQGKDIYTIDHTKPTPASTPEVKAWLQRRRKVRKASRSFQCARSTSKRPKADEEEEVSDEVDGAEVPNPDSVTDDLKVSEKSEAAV
GRK2 aptamer HTS = compounds blocking aptamer binding on GRK2 – biochemical, human GRK2, bead flow cytometry, HTS, primary screen | AID 488847, 2010 | inhibition of aptamer binding, % at 10 µM | 0.59% of 330,000 active | FAM-aptamer displacement from GRK2;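 active = inhibition of aptamer binding above 40%, roughly 3 SD of noise, on plates passing a quality check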;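 note: median bead fluorescence of bound FAM aptamer so fluorescent compounds give negative values; no value below 0 was filed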
Target sequence (P25098 whole entry, looked up): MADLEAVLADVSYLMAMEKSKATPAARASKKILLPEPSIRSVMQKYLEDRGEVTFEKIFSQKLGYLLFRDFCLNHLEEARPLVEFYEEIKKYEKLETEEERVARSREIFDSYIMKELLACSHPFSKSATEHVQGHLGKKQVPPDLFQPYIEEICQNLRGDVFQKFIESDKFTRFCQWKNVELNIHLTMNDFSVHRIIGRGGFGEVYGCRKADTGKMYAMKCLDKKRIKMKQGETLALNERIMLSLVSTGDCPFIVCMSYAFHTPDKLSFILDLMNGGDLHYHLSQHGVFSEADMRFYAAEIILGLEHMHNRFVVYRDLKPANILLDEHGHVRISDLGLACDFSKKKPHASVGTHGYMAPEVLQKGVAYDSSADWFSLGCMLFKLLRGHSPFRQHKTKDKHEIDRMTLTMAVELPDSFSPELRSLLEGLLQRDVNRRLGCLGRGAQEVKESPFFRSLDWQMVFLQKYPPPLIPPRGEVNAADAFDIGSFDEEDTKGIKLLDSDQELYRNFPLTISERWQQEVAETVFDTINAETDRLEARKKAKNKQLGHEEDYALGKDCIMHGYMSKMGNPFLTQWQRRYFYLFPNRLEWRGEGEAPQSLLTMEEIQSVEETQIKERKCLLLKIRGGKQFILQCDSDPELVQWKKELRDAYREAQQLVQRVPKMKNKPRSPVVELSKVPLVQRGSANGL
CIT2-GFP yeast = modulators of CIT2-GFP expression in yeast, primary screen, S. cerevisiae, GFP fusion, multiplex flow cytometry, MLPCN library; GFP response vs DMSO, % at 10 µM; AID 2029, 2009; 0.065% of 320,000 active; S. cerevisiae CIT2-GFP strain, 3 h; 100 means same as DMSO wells;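 active = GFP response relative to DMSO above a set limit, near the screen mean plus 3 SD, cut at about 150% in these data; inconclusive = Fewer than 70 cells measured for a yeast strain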;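 note: ratio of well median GFP fluorescence to mean of DMSO wells on the plate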
An asterisk follows results filed as active; ? = inconclusive; / = not tested or not shown; [ ] = dose if it differs, or a comment.

SMILES	VLA-4 inh	LAP4 TOR yeast	RPL19A TOR yeast	MEP2 TOR yeast	AGP1 TOR yeast	JMJD2C inh	GRK2 aptamer HTS	CIT2-GFP yeast
COc1ccc(/C=N/NC(C)(C)C)c(OC)c1	3.1	95.0	99.0	104.0	101.2	0.6	0.0	97.6
Cc1nc(CC(C)C)cc(C(=O)N2CCCC(CNS(=O)(=O)c3cccs3)C2)n1 (stereo unspecified)	-8.2	?	?	?	?	9.8	0.0	93.2[may fluoresce red]
CN(Cc1ccc(-n2cccn2)cc1)Cc1nc(-c2cnccn2)no1	-0.7	92.8	91.0	?	79.1	20.4	1.0	79.2
C=CCCCN(Cc1ccccc1)S(=O)(=O)c1ccccc1Br	5.0	123.4	95.8	89.3	78.5	-25.2	2.0	82.1
Cc1nonc1NC(=O)CSc1nc2cc(Cl)ccc2c2c1CCCC2	4.7	96.9	96.8	94.1	101.1	1.0	2.0	101.9
S=C(Nc1ccc(Cl)cc1)N(CCCN1CCOCC1)Cc1cccs1	-22.9	99.4	97.6	96.3	95.3	1.5	0.0	91.1
COC(=O)NCc1cccc(CNC(=O)OC)c1	9.5	95.1	95.7	95.0	93.5	1.5	3.0	86.9
O=C(C1=C[C@H](C2CC2)C[C@H](OCCCCO)O1)N1CCOCC1	-6.6	96.0	101.8	103.7	103.2	6.4	3.0	96.0
O=C1c2ccccc2C(=O)N1CCOc1ccc(F)cc1	-1.0	94.3	101.8	104.0	108.9	-6.4	0.0	113.3
Cc1ccc(NC(=O)CSc2nnc(C3CC3)n2C)cc1S(=O)(=O)N1CCCCC1	-6.5	90.3	97.8	93.9	94.9	-5.1	4.0	94.5
CCn1ccc(C(=O)Nc2ccccc2SC)n1	31.1	101.5	99.9	97.0	98.1	-7.6	0.0	95.2
CC(C)c1c(O)nc(SCCC(=O)O)[nH]c1=O	-10.9	98.8	103.9	102.6	111.4	-0.5	2.0	97.5
Cc1ccc(Oc2nnc(-c3cccs3)c3ccccc23)cc1	13.6	105.7	104.8	104.5	106.3	-5.4	31.0	104.0
COc1ccc(-c2nc(N3CCCC3)[nH]c(=O)c2C#N)cc1	4.0	106.4	98.9	105.7	107.3	0.5	6.0	102.2
COc1cc([N+](=O)[O-])ccc1NC(=O)NNC(=O)CCc1ccccc1	1.7	94.1	103.4	101.4	96.0	2.4	0.0	100.5
Cc1nc(SCC(=O)N(CC(C)C)C2CCS(=O)(=O)C2)c2c(C)c(C)sc2n1 (stereo unspecified)	5.8	108.3	104.9	101.3	109.1	-2.5	0.0	92.7
CN(C1=NC(=O)CS1)c1ccc(O)cc1	3.7	91.2	94.8	99.2	94.3	10.2	12.0	105.0
CCOc1ccc(/C=N/NC(=S)NC2CC3CC2C2C=CCC32)cc1 (stereo unspecified)	0.0	112.2	94.5	97.7	104.4	-2.4	1.0	96.7
O=C(Nc1nccs1)c1ccc(COc2c(F)c(F)cc(F)c2F)cc1	9.4	95.3	102.2	111.2	99.0	-0.7	0.0	101.3
Cc1ccc(S(=O)(=O)N(C)CC(=O)NCCCn2nc(C)cc2C)cc1	10.2	101.4	96.6	107.4	102.0	1.9	0.0	105.8
COc1ccc(NC(=O)CN(C)C2CCCCC2)cc1Cl	7.3	102.1	100.4	104.8	107.3	5.2	0.0	103.6
COc1ccc(OCC(=O)N/N=C(\C)c2cccs2)cc1	15.6	106.5	99.2	103.0	101.6	18.8	0.0	93.1
CCCCn1c(C)cc(C)c(S(=O)(=O)c2ccccc2C)c1=O	5.9	112.3	104.8	110.3	105.2	11.7	0.0	98.9
O=C(N/N=C/c1ccncc1)c1ccc(OCc2ccccc2)cc1	-49.0	105.5	100.3	102.3	98.8	0.2	0.0	102.0
O=C(O)Cn1c(SC2CCCCC2)nc2ccccc21	0.6	90.7	92.4	92.9	94.5	9.9	2.0	96.8
O=C(Nc1ccc(N2CCOCC2)cc1)c1ccc([N+](=O)[O-])o1	8.9	99.6	106.2	99.4	109.0	-1.5	0.0	108.0
CCc1ccccc1NC(=O)CN1CCN(C(=O)CCC(=O)N2CCC(c3ccccc3)=N2)CC1	-4.1	88.0	90.4	93.1	91.7	-3.7	0.0	89.4
CCOC(=O)CCn1nc(-c2ccc(C)cc2)c2ccccc2c1=O	14.8	99.1	97.5	92.8	94.9	-1.0	0.0	90.0
CC(=O)C[C@@H](O)CC(=O)[C@@H]1OC(=O)[C@@H](C)CCCCc2ccccc21	29.6	105.3	100.2	102.1	100.5	/	0.0	91.9
O=C(COC(=O)c1nc(Cl)ccc1Cl)Nc1ccc(Cl)cc1	4.8	106.4	100.1	102.4	106.5	/	2.0	98.5
CN(CC(=O)NCc1ccncc1)S(=O)(=O)c1ccc(F)cc1	-21.6	81.5	114.3	93.0	86.3	-5.3	0.0	86.6
CC(=O)c1ccc(Nc2nc(=O)c3cccnc3s2)cc1	10.4	114.1	103.4	120.6	101.8	5.7	1.0	103.0
CCOC(=O)C1Cc2c([nH]c3ccccc23)C(C)N1 (stereo unspecified)	-9.9	108.3	107.5	106.9	113.6	-2.5	1.0	109.3
CCc1nc(C)cn1S(=O)(=O)c1cc(F)ccc1OC	-22.1	99.5	98.6	100.7	98.8	-9.4	2.0	99.1
COc1ccc(N(CC(=O)NC2CCCC2)C(=O)Cn2nnc(-c3ccc(C)cc3)n2)cc1OC	4.9	90.1	98.3	97.3	96.0	-5.0	4.0	/
O=C(NC1CCCCCC1)C1CCN(S(=O)(=O)c2ccccc2)CC1	1.2	98.1	98.2	99.2	102.0	-7.8	0.0	99.5
CCNC(=O)CN(c1ccccc1OC)S(=O)(=O)c1cccs1	12.4	103.0	111.0	113.8	112.9	4.0	2.0	112.1
CCOc1ccc(CCNC(=O)C2CCN(C(=O)N(C)C)CC2)cc1OCC	11.3	93.3	97.4	98.3	95.6	/	0.0	95.9
Nc1nc(C2CC2)c(Sc2sc(N)nc2C2CC2)s1	-0.3	112.5	106.2	101.0	117.8	-7.1	0.0	108.1
COc1ccc(NC(C)=O)cc1S(=O)(=O)NC1CCSc2ccccc21 (stereo unspecified)	-7.6	95.8	92.3	102.7	90.7	0.1	1.0	96.2

The final 2 entries of the part before are carried over, then new ones follow.
SMILES	VLA-4 inh	LAP4 TOR yeast	RPL19A TOR yeast	MEP2 TOR yeast	AGP1 TOR yeast	JMJD2C inh	GRK2 aptamer HTS	CIT2-GFP yeast
Nc1nc(C2CC2)c(Sc2sc(N)nc2C2CC2)s1	-0.3	112.5	106.2	101.0	117.8	-7.1	0.0	108.1
COc1ccc(NC(C)=O)cc1S(=O)(=O)NC1CCSc2ccccc21 (stereo unspecified)	-7.6	95.8	92.3	102.7	90.7	0.1	1.0	96.2
CCN1/C(=C2\OC(=S)N(C)C2=O)C=Cc2ccccc21	39.3	119.5	100.9	124.5	107.6	3.6	9.0	108.2
Cc1cc(=O)oc2c1c(C(F)(F)F)nn2-c1ccccc1	-4.8	98.9	98.0	102.8	92.9	/	0.0	91.5
C/C(=N\NC(=O)c1cccc(S(=O)(=O)N2CCCC2)c1)c1ccco1	5.7	114.5	94.5	103.2	100.6	187.5	0.0	80.8
CN1CCN(CCNC(=O)c2cc3c(=O)n(C)c4ccccc4c3n2C)CC1	0.4	102.1	101.2	99.8	100.3	-4.8	0.0	109.9
CCCCOc1ccc(NC(=O)CN2CCN(C(=O)OCC)CC2)cc1	6.0	111.2	96.9	122.6	106.0	-36.0	1.0	102.2
COc1cc(OC)cc(N(C(=O)CNC(=O)c2cccs2)C(C(=O)NCC2CCCO2)c2ccccc2)c1 (stereo unspecified)	-11.1	97.2	95.8	99.9	93.0	0.4	0.0	96.2
Cc1ccc(O)c(CNc2cnc3ccccc3c2)c1	-1.4	92.8[may fluoresce violet]	52.7[may fluoresce violet]	223.1*[may fluoresce violet]	16.8[may fluoresce violet]	0.2	1.0	?
O=C(CCC(=O)OCc1ccc(C(=O)Oc2ccc(Cl)cc2)cc1)Nc1ccccc1	-2.5	95.1	99.8	103.9	97.2	-2.4	0.0	95.8
Cc1ccc(CNC(=O)CN(CCc2ccccc2)S(C)(=O)=O)cc1	-2.5	98.5	99.6	95.1	106.0	0.4	6.0	105.8
COc1ccccc1N1CC(C(=O)Nc2ccc(N3CCOCC3)cc2)CC1=O (stereo unspecified)	7.4	102.0	96.2	94.4	94.5	7.7	0.0	83.2
Cc1noc(C)c1NC(=O)N(C)C[C@H]1Oc2c(NC(=O)C3CCCCC3)cccc2C(=O)N([C@H](C)CO)C[C@@H]1C	-10.8	91.5	87.9	85.9	88.1	17.5	0.0	89.5
COC(=O)C1=C(C)NC(=S)N(C(C)=O)C1c1ccc(OC)c(OC)c1 (stereo unspecified)	8.2	90.8	105.2	100.3	101.0	-17.5	2.0	105.3
COC(CNC(=O)[C@H](CSCc1ccccc1)N1Cc2ccccc2C1=O)OC	17.8	105.9	97.4	99.6	94.7	-2.9	0.0	95.9
O=C(COC(=O)CCc1nc2ccccc2c(=O)[nH]1)NC(c1ccccc1)c1ccccc1	1.5	114.6	98.2	104.1	106.7	-4.3	0.0	107.0
COc1ccc2c(CC(=O)OCc3nc4ccsc4c(=O)[nH]3)coc2c1	3.4	101.2	100.7	109.5	102.0	-2.4	0.0	104.9
Cc1c(Br)c([N+](=O)[O-])nn1CC(=O)c1ccccc1	28.5	105.3	95.7	101.6	105.4	-1.3	4.0	95.7
CC(=O)N1c2ccc(S(=O)(=O)N3CCCC3)cc2CC1C(=O)NC(C)C (stereo unspecified)	5.1	127.1	115.1	118.2	125.2	6.0	1.0	123.3
COc1ccccc1CN1C[C@@H]2C[C@@H](c3[nH]c4ccc(C)cc4c3C)N3CCC[C@@]23C1=O	-17.0	104.7	103.3	105.2	100.9	-8.5	0.0	100.8
N#Cc1ccsc1NC(=O)COC(=O)CCS(=O)(=O)c1ccccc1	4.8	91.7	99.6	93.5	96.0	15.4	1.0	105.4
CCN1C(=O)C(CC(=O)Nc2ccc(OC)cc2)N(CCN2CCOCC2)C1=S (stereo unspecified)	-8.1	/	97.7	98.2	/	-4.3	0.0	/
CC(=O)Nc1ccc(S(=O)(=O)NCCc2cc3ccc(C)c(C)c3[nH]c2=O)cc1	5.4	107.8	89.2	97.2	109.3	-1.1	0.0	88.9
Cc1cc(C)nc(N(C#N)Cc2cccc(Cl)c2)n1	47.6	95.7	97.2	103.1	92.7	-0.2	4.0	90.1
CCc1ccccc1NC(=O)CSc1nnc([C@@H]2CCCN2C(=O)OC(C)(C)C)o1	7.7	95.5	94.2	104.5	99.2	-16.7	0.0	104.0
Cn1cc(CNC(=O)C2CCC(=O)N(Cc3cccc(C(F)(F)F)c3)C2)cn1 (stereo unspecified)	0.0	67.3	114.1	95.6	92.9	0.0	0.0	100.6
Cc1ccc(S(=O)(=O)CCSc2nc(C)cc(C(F)(F)F)c2C#N)cc1	-322.3	88.5	86.3	90.7	81.9	-33.6	4.0	92.7
O=C(c1ccc(Cl)cc1[N+](=O)[O-])N1CCOCC1	10.7	103.5	99.8	110.3	102.3	-4.7	0.0	104.8

Compound activity deposited in PubChem BioAssay by several laboratories.
